Insulin prom up – insulin promoter activators in MIN6 cells, imaging, high-content screening, mouse beta cells; z-score at 5 µM; 0.3% of 190,000 active; MIN6 insulin promoter-GFP reporter; hits give high values;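 active = z-score above 3 at 5 µM with at least 500 cells counted in the well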
Autophagy mod – autophagy modulators in MEF cells, primary screen, imaging, high-content, MEF GFP-LC3; 0.98% of 190,000 active; MEF GFP-LC3 puncta imaging; test concentration mostly 10 µM; calls only at 10 µM (by protocol);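 active = percentage of spot-positive cells more than 3 SD above its plate mean, without a fluorescence outlier flag or 80% toxicity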;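 also: spot-positive cell cutoff set from DMSO-treated cells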
b-catenin transl – modulators of beta-catenin nuclear translocation, primary screen, imaging, HeLa cells, immunofluorescence, high-content; nuclear translocation activity, % at 5 µM; 0.3% of 190,000 active;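 active = nuclear translocation activity above 50% at 5 µM, with a well cell count of 50 or more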;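 also: per-cell ratio of nuclear to cytoplasmic median beta-catenin stain intensity; plate controls were DMSO negative control for no effect and GSK-3 inhibitor IX positive control for full effect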
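Test system: human HeLa cells, native beta-catenin. Compound dosing: 5 µM primary single dose, 0.1% DMSO, 0.02–20 µM confirmation series. Incubation: compound exposure 24 h at 37°C. Detection: beta-catenin immunostaining with DAPI counterstain, 20x imaging, 6 fields/well. Read-out basis: Nuclear/cytoplasmic beta-catenin signal ratio, % activation.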
MT stabilize HCS – microtubule stabilizers in HeLa cells, primary screen, imaging, high-content imaging. AID 2205, 2009. 0.83% of 200,000 active. HeLa tubulin immunostaining HCS, 24 h; share of cells brighter than vehicle mean+2SD. % tubulin-high responders, % at 10 µM;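 active = plate Z-score above 3 for both tubulin-high and condensed-nucleus cell shares, with cell loss under 80%, at 10 µM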;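 also: anti alpha tubulin signal scored within the nucleus-defined area of each cell; some results filed as inactive read as strong as hits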
HIV fusion peptide – inhibitors of HIV fusion peptide binding, primary screen, biochemical, uHTS, fluorescence dequenching (AID 1986). 0.3% of 290,000 active. inhibition, % at 20 µM, or IC50 in µM where a hit was titrated. cell-free peptide binding, fluorescence dequenching, 30 min; higher % means a stronger effect; in the data active = inhibition mostly above about 52%, no sharp cut-off; inactive = mostly below about 76%; also: some results filed as inactive read as strong as hits
WT yeast gro inh – growth inhibition of WT strain, primary screen, mitochondrial fusion inhibitor project, WT and mutant strains, chemical genetic. mitochondrial fusion phenotypic screen. inhibition, % at 10 µM. 2.1% of 190,000 active; in the data active = inhibition above about 58%; tested in S. cerevisiae
Dynein cargo inh – inhibitors of GR-EGFP nuclear translocation, primary screen, dynein cargo transport inhibitor project, imaging, high-content, 3617.4 mouse cells. test concentration mostly 20 µM; stimulated with dexamethasone, 1 µM; hits give low values. z-score, hits read low. 0.47% of 220,000 active;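 active = plate z-score of nuclear minus cytoplasmic receptor signal below a set negative limit, without overly bright fluorescence or cell loss, cut at about -3.5 in these data, passing the limit was not always enough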;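 also: z-score of nuclear minus cytoplasmic ring GR-EGFP intensity difference per well; some compounds called inactive have numbers as strong as hits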
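Buffer or medium: Induction medium lacking tetracycline, stripped serum | Also added: Dexamethasone agonist, 1.0 µM final, for 30 min | Timing: 48 h induction, 1 h compound, 30 min dex at 37 °C | Detection: Formaldehyde fixation, Hoechst nuclear stain, 10x automated fluorescence imaging | Measure: Nuclear versus cytoplasmic GR-EGFP signal, averaged per well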
Yfh1-depleted yeast – enhancers of respiration in Yfh1-depleted yeast, dose response, Friedreich's ataxia, plus single-dose screen (AID 1465). S. cerevisiae Yfh1-off respiration, WST-1 reduction, 72 h; higher fold induction means a stronger effect. fold induction at 50 µM, or EC50 in µM where a hit was titrated. 0.074% of 220,000 active;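 active = fold induction of absorbance versus untreated yeast above a set limit, then at least 30% activation at any dose in follow-up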;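 also: activators that raise dye reduction in frataxin-depleted yeast; strong numbers were not always called active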
AID2073 – inhibitors of Mint1-CaV2.2 protein interaction, biochemical, HTRF (AID 2073); Voltage-dependent N-type calcium channel subunit alpha-1B (Homo sapiens); HTRF protein-protein interaction, Mint1-CaV2.2; higher % means a stronger effect; one-dose inhibition, % at 20 µM; IC50 in µM for titrated hits; 0.19% of 290,000 active; in the data active = inhibition mostly above about 51%, no sharp cut-off; also: some results filed as inactive read as strong as hits
WT yeast gro inh mutant strain – further read-out of WT yeast gro inh, marked with its call; inhibition, %; mitochondrial fusion phenotypic screen, mutant strain inhibition
Dynein cargo inh cytoplasmic EGFP – second read-out of Dynein cargo inh, no call of its own (marks repeat the call); z-score; measured here: cytoplasmic GR-EGFP intensity; hits give high values
Dynein cargo inh nuclear GR-EGFP – also measured in Dynein cargo inh; calls as there; z-score; measured here: nuclear GR-EGFP intensity;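 lower value marks the stronger effect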
Dynein cargo inh cell count – also measured in Dynein cargo inh; calls as there; z-score; measured here: cell count per field
Insulin prom up cell count – also measured in Insulin prom up; calls as there; cell count; measured here: cytotoxicity, nuclei count;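 total cells summed across four imaged fields per well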
b-catenin transl cell count 5 µM – recorded beside b-catenin transl, whose call it bears; cell count; measured here: cell count, cytotoxicity flag
MT stabilize HCS Hoechst-high % – further read-out of MT stabilize HCS, marked with its call; % Hoechst-high responders; measured here: nuclear condensation Hoechst responders;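 share of cells brighter than vehicle mean plus two SD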
MT stabilize HCS cytotoxicity % – second read-out of MT stabilize HCS, no call of its own (marks repeat the call); toxicity, %; measured here: cytotoxicity by cell density;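 0% = mean cell density of plate MIN control wells and 100% = no cells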
Autophagy mod cell loss 18 h – second read-out of Autophagy mod, no call of its own (marks repeat the call); toxicity, %; measured here: cell loss, nuclei count;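 cell loss after 18 h compound exposure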
Starred values were filed as active, the others as inactive; i = inactive; . = no result given; + = active, no number.

SMILES | Insulin prom up | Insulin prom up cell count | Autophagy mod | Autophagy mod cell loss 18 h | b-catenin transl | b-catenin transl cell count 5 µM | MT stabilize HCS | MT stabilize HCS Hoechst-high % | MT stabilize HCS cytotoxicity % | HIV fusion peptide | WT yeast gro inh | WT yeast gro inh mutant strain | Dynein cargo inh | Dynein cargo inh cytoplasmic EGFP | Dynein cargo inh nuclear GR-EGFP | Dynein cargo inh cell count | Yfh1-depleted yeast | AID2073
CN1CCN(S(=O)(=O)c2cccc(C(=O)N(c3ccccn3)C3CCCCC3)c2)CC1 | 0.8 | 1224 | i | 13.7 | -5.4 | 941 | 2.7 | 2.2 | 6.4 | -2.3% | 12.0 | -0.2 | -1.44 | -0.15 | -0.62 | 1.12 | i | -1.1%
O=C(COC(=O)c1nc(Cl)ccc1Cl)Nc1ccccc1OC(F)F | -0.2 | 1190 | i | 11.0 | -3.4 | 1042 | 3.1 | 2.9 | 4.6 | -1.9% | 3.5 | -8.3 | 0.675 | -0.33 | 0.842 | 0.159 | i | -3.8%
CCOC(=O)/C(N=Nc1cc(C(=O)O)cc(C(=O)O)c1)=C(\O)CCl | 0.04 | 1412 | i | -13.7 | -0.9 | 1113 | 1.9 | 3.0 | 7.4 | 8.1% | -2.0 | 5.6 | -0.0811 | -0.221 | 0.312 | -0.325 | i | 0.1%
Cc1cc(=O)oc(C)c1C(=O)Nc1ccc(N(C)C)cc1 | 0.17 | 1021 | . | . | 0.1 | 1339 | . | . | . | -1.2% | . | . | 1.78 | -0.16 | 0.766 | -2.04 | i | -2.1%
COC(=O)/C=C/c1oc2ccccc2c1C | -0.17 | 1195 | i | -3.0 | -1.5 | 1118 | 4.7 | 3.7 | 7.0 | -1.2% | -15.8 | 12.4 | -0.547 | 0.146 | 0.192 | 0.208 | i | 2.7%
COc1ccc(CN2CCNC(=O)C2CC(=O)O)cc1OC (stereo not drawn) | 0.14 | 1242 | i | 5.2 | -2.5 | 1223 | 2.4 | 4.2 | 3.5 | 1.0% | 7.2 | 1.4 | -0.495 | -0.299 | -0.181 | 0.484 | i | 7.2%
CC1(C)CC2CC(C)(CN2C(=O)c2cc(-c3ccccc3O)on2)C1 (stereo not drawn) | 0.12 | 935 | . | . | -5.0 | 1203 | 5.4 | 9.0 | 5.6 | 65.9% | 63.3* | 40.1* | 0.567 | -0.188 | 0.303 | 0.066 | i | 1.7%
CCc1c(C)nc2ncnn2c1Nc1ccc(C#N)c(Cl)c1 | 0.29 | 1483 | i | -1.6 | -7.5 | 891 | 3.7 | 2.3 | 11.0 | -0.8% | 10.7 | -0.6 | -0.838 | -0.203 | -0.154 | 0.327 | i | 47.9%
COC(=O)c1ccc2c(=O)[nH]c(CSc3nnc(C(F)(F)F)n3C)nc2c1 | 0.37 | 1249 | i | -10.8 | -2.6 | 1012 | 2.9 | 2.2 | 7.1 | 3.7% | 3.6 | -21.2 | -0.556 | -0.125 | -0.499 | -0.09 | i | 36.2%
CCc1ccc(OCC(=O)N(C)C)c(Br)c1 | -0.68 | 1293 | + | 31.8* | 0.9 | 1180 | 4.4 | 3.0 | 7.6 | 0.7% | 2.0 | 7.5 | -0.641 | -0.267 | -0.398 | 0.6 | i | -1.5%
COc1ccccc1NS(=O)(=O)c1ccc(N/N=C/c2ccccc2OCC(=O)O)c([N+](=O)[O-])c1 | -0.78 | 1061 | i | 8.8 | 1.6 | 1051 | 3.0 | 3.5 | 4.8 | 66.2% | -3.5 | -5.6 | -2.26 | -0.215 | -1 | 0.0582 | i | 14.5%
COC(=O)c1cc2occc2n1Cc1c(F)cccc1Cl | 3.08* | 1160* | i | 4.3 | 0.9 | 1485 | 6.1 | 3.1 | 5.8 | -5.0% | 6.5 | -2.1 | 0.38 | -0.292 | 0.436 | -0.491 | i | -11.1%
O=C1CC(NCC2CCCO2)C(=O)N1c1ccc(F)cc1 (stereo not drawn) | -0.07 | 1631 | i | 12.5 | -0.4 | 1067 | 2.7 | 2.3 | 2.7 | -0.5% | -1.8 | -2.7 | -0.358 | 0.169 | -0.121 | 0.669 | i | -0.1%
O=C(O)COc1ccc2c(c1)O/C(=C\c1cccs1)C2=O | 0.22 | 1025 | . | . | -0.4 | 1309 | . | . | . | 3.4% | . | . | 0.985 | -0.225 | 1.62 | -1.22 | i | 30.9%
O=C(Cc1c(O)c2ccccc2[nH]c1=O)NCc1cccc(F)c1 | -0.28 | 1276 | i | 4.6 | 0.7 | 1115 | 3.3 | 2.1 | 10.0 | 0.0% | 3.0 | -0.9 | 0.968 | -0.263 | 1.12 | -0.612 | i | 0.0%
CC(=O)Nc1cc(C(F)(F)F)ccc1Oc1cccc(Br)c1 | -0.32 | 1327 | i | -29.0 | 3.9 | 1379 | 5.6 | 1.6 | 3.9 | -0.8% | 7.5 | -14.6 | 0.329 | -0.192 | 0.875 | -0.061 | i | -37.2%
CCc1ccccc1NC(=O)/C(=C/c1ccccc1)c1ccccc1 | 0.09 | 1905 | i | -18.9 | 2.2 | 984 | 2.3 | 1.2 | 9.4 | 0.5% | 64.8* | 9.3* | -0.185 | 0.262 | -0.267 | 1.11 | i | 10.5%
O=[N+]([O-])c1ccc(Oc2ccc(Oc3ccc(C(F)(F)F)cn3)cc2)nc1 | -0.06 | 1294 | . | . | 1.9 | 1094 | . | . | . | 0.5% | . | . | -0.177 | -0.258 | -0.113 | 0.282 | i | -5.5%
Cc1ccc(OCCOC(=O)c2sc(=S)n(C)c2C)cc1 | 0.15 | 1488 | i | 10.6 | 1.0 | 1060 | 1.7 | 1.8 | 1.0 | -2.5% | 21.7 | 21.8 | 2.13 | -0.204 | 1.02 | -1.02 | i | -1.3%
CC(C)CC(=O)c1c[nH]c(C(=O)NCc2cccnc2)c1 | -0.11 | 1254 | i | 12.5 | 2.6 | 1080 | 1.9 | 4.3 | 11.0 | 0.1% | -4.9 | 13.5 | 0.526 | -0.295 | 0.532 | -0.217 | i | 2.5%
NS(=O)(=O)c1ccc(CNC(=S)Nc2ccc(Cl)c(Cl)c2)cc1 | . | . | i | -25.8 | -1.2 | 1078 | 2.7 | 1.5 | 8.3 | -1.9% | 2.4 | 9.1 | 2.5 | 0.401 | 1.5 | -0.364 | i | -4.0%
Cc1nc(SCC(=O)N2c3ccccc3Sc3ccccc32)n[nH]1 | -0.24 | 1031 | i | -5.4 | . | . | 1.3 | 0.8 | 12.7 | -1.2% | 4.2 | 9.7 | 2.37 | -0.0455 | 1.29 | -1.3 | i | 5.9%
COc1ccc(CC(=O)Nc2ccc(OC)nc2)cc1 | 0.05 | 1283 | i | -3.5 | -1.6 | 1086 | 5.3 | 3.4 | 6.8 | -0.9% | -6.8 | 12.4 | -0.16 | -0.367 | 0.239 | 0.297 | i | 7.0%
COc1ccc(N(CC(=O)N2CCc3ccccc3C2)S(C)(=O)=O)cc1 | 0.27 | 945 | i | -6.4 | . | . | 0.8 | 2.2 | 7.9 | -1.6% | 14.8 | 15.5 | -0.754 | -0.156 | -0.209 | 1.22 | i | 15.6%
CC(C)N1C(=O)S/C(=C/c2ccccc2OCc2ccc(C(=O)O)cc2)C1=O | -1.79 | 1313 | i | 23.6 | -1.9 | 1100 | 1.5 | 1.2 | 3.6 | 51.5% | 38.3 | -10.2 | -0.9 | -0.199 | -0.553 | 0.698 | i | 13.7%
CC(C)CC(=O)Nc1ccc(-c2nc3ccccc3c(=O)[nH]2)cc1 | -0.05 | 1256 | i | 4.7 | 3.1 | 562 | 2.7 | 1.7 | 2.6 | -0.8% | 12.3 | -9.3 | 1 | -0.13 | 0.321 | -0.851 | i | 3.0%
O=C(NCc1nnc(SCC(=O)N2CCOCC2)o1)c1c(F)cccc1Cl | 0.35 | 1144 | i | 5.1 | . | . | 2.6 | 2.1 | 5.9 | 0.6% | -6.0 | 28.7 | -0.316 | -0.301 | -0.231 | 0.822 | i | 7.9%
Cc1onc(-c2ccccc2)c1C(=O)Nc1ccnn1C1CCCCC1 | -0.14 | 1764 | i | -2.8 | 0.2 | 1032 | 3.2 | 3.2 | 15.0 | -1.6% | -5.6 | -1.8 | 0.121 | -0.183 | 0.77 | -0.415 | i | 0.2%
O=C(NC1CC1)c1cc2c(F)cccc2s1 | 0.89 | 1461 | i | 8.9 | 0.3 | 1539 | 6.0 | 2.3 | 11.7 | -0.1% | -19.5 | 13.2 | -0.257 | -0.32 | -0.188 | -0.336 | i | -8.6%
CCN(CC(=O)Nc1cccc(C(C)=O)c1)S(=O)(=O)c1ccc(OC)cc1 | -0.22 | 1251 | i | 1.0 | . | . | 4.7 | 2.1 | 8.0 | 2.8% | -0.3 | 9.6 | 1.42 | -0.189 | 0.533 | -1.19 | i | -3.0%

Compound profiles (already shown). Order of values: Insulin prom up	Insulin prom up cell count	Autophagy mod	Autophagy mod cell loss 18 h	b-catenin transl	b-catenin transl cell count 5 µM	MT stabilize HCS	MT stabilize HCS Hoechst-high %	MT stabilize HCS cytotoxicity %	HIV fusion peptide	WT yeast gro inh	WT yeast gro inh mutant strain	Dynein cargo inh	Dynein cargo inh cytoplasmic EGFP	Dynein cargo inh nuclear GR-EGFP	Dynein cargo inh cell count	Yfh1-depleted yeast	AID2073
O=[N+]([O-])c1ccc(Oc2ccc(Oc3ccc(C(F)(F)F)cn3)cc2)nc1 is listed with -0.06	1294	.	.	1.9	1094	.	.	.	0.5%	.	.	-0.177	-0.258	-0.113	0.282	i	-5.5%
O=C(NCc1nnc(SCC(=O)N2CCOCC2)o1)c1c(F)cccc1Cl is listed with 0.35	1144	i	5.1	.	.	2.6	2.1	5.9	0.6%	-6.0	28.7	-0.316	-0.301	-0.231	0.822	i	7.9%

Random draw from the library. Share with any hit: about 4.2%.
